Vif-A3F inh – inhibitors of Vif-A3F interaction; HeLa A3F-eYFP + Vif (tagged APOBEC3F with the HIV-1 protein that degrades it), YFP fluorescence increase; Potency, µM (titrated, usually from 46.1 µM), for inactives: at the top dose activity, negative = active; 0.2% of 390,000 active; note: potency is the fitted concentration of half-maximal effect; % of control where 0% means no effect; nearly all actives have a fitted effect of over 65% in size
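HeLa cells stably expressing Vif plus C-terminally eYFP-tagged A3F were seeded, incubated overnight at 37 deg C, dosed with compound, incubated overnight again at 37 deg C. Yellow fluorescence (Ex 488/Em 500-530) reported blocked Vif-mediated A3F-eYFP degradation.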
TrxR1 substrate – substrates of rat thioredoxin reductase 1; O89049; purified TrxR1 substrate turnover, NADPH consumption readout; Potency, µM (titrated, usually from 114 µM), for inactives: top-dose activity change, negative = substrate turnover; 0.01% of 390,000 active; AID 588456; note: potency is the fitted concentration of half-maximal effect; % is set by controls: 0 for no effect and ±100 for the full control effect; nearly all actives have a fitted effect of over 50% in size
Target sequence (O89049 whole entry, looked up): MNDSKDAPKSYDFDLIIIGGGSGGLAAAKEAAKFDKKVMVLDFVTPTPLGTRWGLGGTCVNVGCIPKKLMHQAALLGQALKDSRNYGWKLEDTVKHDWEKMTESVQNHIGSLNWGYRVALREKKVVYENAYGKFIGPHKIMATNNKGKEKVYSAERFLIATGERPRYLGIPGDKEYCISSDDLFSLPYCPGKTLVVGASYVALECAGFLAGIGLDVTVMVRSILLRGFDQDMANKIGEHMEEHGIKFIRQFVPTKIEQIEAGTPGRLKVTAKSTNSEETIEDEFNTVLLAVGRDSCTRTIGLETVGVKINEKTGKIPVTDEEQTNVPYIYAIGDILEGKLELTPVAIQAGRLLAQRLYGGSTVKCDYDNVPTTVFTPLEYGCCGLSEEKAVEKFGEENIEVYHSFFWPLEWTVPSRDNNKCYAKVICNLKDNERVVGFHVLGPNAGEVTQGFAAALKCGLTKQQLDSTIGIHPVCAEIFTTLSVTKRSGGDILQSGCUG
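Rat TrxR1, dispensed at 90 nM, was prereduced with 400 uM NADPH (final) for 5 min at ~22 deg C, then incubated with compound 15 min before 400 uM selenite. A first-read NADPH fluorescence drop versus no-compound background flagged substrates.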
Glioma ERSR ind – ER stress response induction in glioma | Potency, µM, without a hit: at the highest dose activation, usual class: activators | AID 602332 | 0.02% of 420,000 active | U87-MG GRP78 promoter luciferase reporter, 16 h; note: potency is the fitted concentration of half-maximal effect; series mostly up to about 76 µM; % of control where 0% means no effect; nearly all actives have a fitted effect of over 35% in size
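Stably transfected U87-MG glioma cells carrying a GRP78-based luciferase sensor; 16 h compound incubation. Luminescence end-point read 10 min after Bright-Glo addition at room temperature.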
LDHA block – blocks human lactate dehydrogenase A; activity change, % (values are at about 110 or 230 µM); 0.15% of 480,000 active; purified LDHA, NADH/diaphorase-resazurin fluorescence; stronger effect = lower value; in the data active = activity change below about -30%; inconclusive = mostly about -25% to -30%;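 note: plate controls were DMSO wells for no effect and wells without enzyme for full effect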
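Human LDH5 (2 nM) was incubated with 0.06 mM NADH and 0.2 mM pyruvate for 5 min at room temperature in Tris pH 7.4. Remaining NADH was coupled through diaphorase/resazurin, and resorufin fluorescence was read at 0 and 20 min.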
USP1-UAF1 inh – inhibitors of human USP1/UAF1 deubiquitinase; 0.23% of 390,000 active; recombinant USP1/UAF1, Ub-Rhodamine cleavage fluorescence; Potency, µM (titrated, usually from 57.1 µM), for inactives: at the top dose activity change, negative = inhibition, most hits filed as inhibitors; O94782; AID 743255; note: potency is the fitted concentration of half-maximal effect; % is set by controls: 0 for no effect and ±100 for the full control effect; nearly all actives have a fitted effect of over 60% in size; inactives centre near -12
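Step one: compound is pinned into 1nM USP1/UAF1 in HEPES pH 7.8 buffer with TCEP. Step two: 15 min room-temperature incubation. Step three: Ub-Rho (150nM final) starts cleavage, tracked by fluorescence over six one-minute reads.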
RGS4 inhibitor – inhibitors of human regulator of G protein signaling 4 | AID 504845 | 0.039% of 390,000 active | Transcreener GDP fluorescence polarization, RGS4-accelerated GTP hydrolysis | P49798 | Potency, µM (series often up to 114 µM), inactives show top-dose activity change, negative = inhibition, most hits filed as inhibitors; note: potency is the fitted concentration of half-maximal effect; % is set by controls: 0 for no effect and ±100 for the full control effect; nearly all actives have a fitted effect of over 75% in size; some results filed as inactive show a strong effect at the top dose
Target sequence (P49798 whole entry, looked up): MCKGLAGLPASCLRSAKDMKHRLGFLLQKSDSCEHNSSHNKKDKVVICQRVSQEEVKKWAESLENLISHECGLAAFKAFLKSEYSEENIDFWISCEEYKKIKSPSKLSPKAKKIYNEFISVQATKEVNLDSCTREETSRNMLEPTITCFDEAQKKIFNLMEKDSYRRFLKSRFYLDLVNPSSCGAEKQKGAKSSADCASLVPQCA
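MLSMR compounds (23 nl, pin-transferred) preincubated 10 min at room temperature with a 500nM (2x) first reagent, then RGS4 at 900nM (2x) plus Transcreener GDP mix added; fluorescence polarization (620/688 nm) read before and after 90 min at 30 °C.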
TrxR1 inh – inhibitors of rat thioredoxin reductase 1. 1% of 390,000 active. recombinant rTrxR1, NADPH fluorescence consumption, selenite substrate. Potency, µM (doses to about 114 µM), for inactives: at the highest dose activity change, negative = inhibition, hits mostly inhibitors. O89049; note: potency is the fitted concentration of half-maximal effect; % is set by controls: 0 for no effect and ±100 for the full control effect; nearly all actives have a fitted effect of over 65% in size
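Rat TrxR1 (90 nM in the dispensed reagent) was pre-reduced with 400 uM NADPH for 5 min at room temperature, then incubated with compound for 15 min. After 400 uM selenite was added, NADPH fluorescence (Ex 340/Em 450 nm) was followed for 8 min.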
mIDH1 inhibitor – human IDH1 R132H inhibition; Potency, µM (series often up to 76.6 µM), for the others: top-dose activity change, negative = inhibition, hits mostly inhibitors; IDH1-R132H enzyme, NADPH consumption, diaphorase/resazurin fluorescence; O75874; 0.093% of 390,000 active; note: potency is the fitted concentration of half-maximal effect; % is set by controls: 0 for no effect and ±100 for the full control effect; nearly all actives have a fitted effect of over 65% in size
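IDH1-R132H (0.5 ug/mL dispensed) in pH 7.5 Tris buffer was preincubated 30 min with compound, then given a substrate mix of 0.016 mM NADPH and 2 mM alpha-KG for 80 min at room temperature; remaining NADPH was read by diaphorase/resazurin fluorescence.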
Vif-APOBEC3G blk – inhibitors of Vif-APOBEC3G interaction; Q9HC16; Potency, µM (doses to about 46.1 µM), for the others: at the highest dose activity, negative = active, most hits filed as inhibitors; HeLa A3G-eYFP + Vif (tagged APOBEC3G with the HIV-1 protein that degrades it), YFP fluorescence, overnight; 0.076% of 410,000 active;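 note: potency is the fitted concentration of half-maximal effect; % is set by controls: 0 for no effect and ±100 for the full control effect; nearly all actives have a fitted effect of over 60% in size; hits raise eYFP signal because A3G escapes Vif-driven loss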
Target sequence (Q9HC16 whole entry, looked up): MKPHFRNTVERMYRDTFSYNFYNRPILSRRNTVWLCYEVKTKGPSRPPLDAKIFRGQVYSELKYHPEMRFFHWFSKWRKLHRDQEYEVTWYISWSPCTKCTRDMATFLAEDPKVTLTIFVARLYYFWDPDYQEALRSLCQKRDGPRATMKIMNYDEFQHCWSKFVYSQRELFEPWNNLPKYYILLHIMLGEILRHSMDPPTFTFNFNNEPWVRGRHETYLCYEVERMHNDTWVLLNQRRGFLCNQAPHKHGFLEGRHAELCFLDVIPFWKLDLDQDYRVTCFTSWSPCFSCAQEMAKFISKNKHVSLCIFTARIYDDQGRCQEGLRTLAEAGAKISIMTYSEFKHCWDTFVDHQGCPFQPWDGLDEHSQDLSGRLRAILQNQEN
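Read-out is eYFP fluorescence (Ex 488/Em 500-530) from Vif-expressing HeLa A3G-eYFP cells; more signal means A3G escaped Vif-mediated degradation. Cells plated overnight, compound pinned in, incubated overnight at 37 deg C.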
* hit, by the source's call; ? = inconclusive; . = not tested or not shown; & = joins results of further samples; [ ] = another dose, or the depositor's remark. Unless noted, calls come from the whole dose curve; as a rule, active = well fitted curve in the direction sought with a large enough effect; inconclusive = small, poorly fitted or top-dose-only effect, or another doubt; inactive = no such curve, though single readings can be large; an effect the other way counts as inactive or inconclusive. Some of the compounds tested, so the mix of outcomes need not match the whole.

SMILES	Vif-A3F inh	TrxR1 substrate	Glioma ERSR ind	LDHA block	USP1-UAF1 inh	RGS4 inhibitor	TrxR1 inh	mIDH1 inhibitor	Vif-APOBEC3G blk
O=C(Nc1cccc(-n2cccn2)c1)C1CCCN(Cc2ccccc2F)C1 (stereo not drawn)	3%	-2%	-4%	-1	-23%	-2%	16%	13%	-2%
Cn1c(=O)n(Cc2ccco2)c(=N)c2c3c(sc21)CCCC3	9%	-5%	0%	-12	-7%	18%[56.9 µM]	14%	1%	1%
COC(=O)c1sc(S(=O)(=O)N2CCCCC2C)c(C(=O)OC)c1C (stereo not drawn)	1%	?	-2%	1	-4%	-1%	-18%	-8%	1%
CNS(=O)(=O)c1cccc(C(=O)NCC2(N3CCCCC3)CCCCC2)c1	1%	0%	0%	-2	-13%	11%	17%	-8%	0%
CC(C)(C)n1ncc2c(=O)n(Cc3cccc(F)c3)cnc21	.	-2%	3%	.	.	.	8%	.	2%
Cc1ccc(Oc2ncccc2/C=N/OCc2ccc(Cl)c(Cl)c2)cc1	1%	6%[57.1 µM]	2%	-1	-15%	-20%	12%[57.1 µM]	-1%	-8%
COc1ccc(C2(C)CC(=O)NC2=O)cc1 (stereo not drawn)	-5%	5%[57.1 µM]	-5%	-5	-11%	5%	-5%	0%	3%
O=C(c1ccco1)n1nc(-c2ccc(Cl)cc2)nc1NCc1ccc(F)cc1	-3%	12%	-4%	1	-26%	-1%	7%	1%	-1%
CC(OCC(O)CN1CCCCC1CCO)c1ccc(Cl)cc1 (stereo not drawn)	-27%	3%[0.457 µM]	6%	-5	-1%	-13%	11%	3%	-1%
N#C/C(=C\c1c[nH]c2ccc(Br)cc12)c1ccccn1	-2%	-5%	-2%	-6	-27%	9%	-14%	13%	-22%
O=S(=O)(CCn1cccc1)CCn1cccc1	.	10%	-2%	1	-7%	-13%	9%	6%	1%
CN1C(=O)c2ccccc2Sc2ccc(NC(=O)N3CCCC3)cc21	3%	-8%	-8%	-5	-11%	7%	-9%	-3%	-12%
CC(OC(=O)COc1ccccc1Cc1ccccc1)C(=O)N(C)c1ccccc1 (stereo not drawn)	0%	-8%	-3%	-7	-16%	28%	11%	2%	-1%
CCCn1cc(CN2CCCC(C(=O)c3cccc(OC(C)C)c3)C2)c(C)n1 (stereo not drawn)	0%	-2%	-6%	-8	-4%	24%	4%	4%	3%
COc1ccc(F)cc1S(=O)(=O)NCCCn1ccnc1	0%	2%	-2%	-5	-15%	-8%	24%	-4%	1%
CCOc1ccccc1OCC(=O)Nc1ccc(N2CCCCC2)cc1	0%	9%	2%	-2	-18%	14%	0%	5%	1%
CCC1CCCCN1S(=O)(=O)c1ccc(C(=O)Nc2nnc(C3=COCCO3)o2)cc1 (stereo not drawn)	?	-21%	-7%	2	-7%	-26%	-18%	3%	-2%
COCCNCc1ccc(C(C)C)cc1	0%	6%	-1%	-1	-22%	13%	24%	3%	2%
COc1ccc(C(CCNCc2ccccc2F)c2ccc(F)cc2)cc1 (stereo not drawn)	-13%	-7%	2%	0	-5%	-10%	5%[0.457 µM]	3%	-10%
CN(C(=O)c1ccccc1)c1nccnc1C#N	-1%	-10%[57.1 µM]	-4%	-4	5%	0%	-6%[57.1 µM]	3%	2%
C[C@@H]1CCCCCCCCC(=O)OCCN1C(=O)OC(C)(C)C	1%	4%	-2%	4	-27%	10%	20%	0%	7%
CCc1ccc(CN(C)C(=O)c2cc(COc3cncc(Cl)c3)on2)cc1	0%	.	-1%	0	-24%	.	.	-10%	0%
COCCn1c(SCC(=O)Nc2ccc(F)cc2F)nc2c([nH]c3ccccc32)c1=O	-6%	-3%	-2%	-9	-12%	12%	0%	-3%	-3%
Cc1n[nH]c(C)c1CN(C)C(=O)C1CCC(=O)N(CC2CCCCC2)C1 (stereo not drawn)	-1%	-10%	-1%	-5	2%	6%	-14%	16%	-1%
CCCC(C)C(=O)Nc1nnc(C)s1 (stereo not drawn)	0%	-4%	-3%	-3	1%	11%	19%	3%	0%
Other records:
SMILES	Vif-A3F inh	TrxR1 substrate	Glioma ERSR ind	LDHA block	USP1-UAF1 inh	RGS4 inhibitor	TrxR1 inh	mIDH1 inhibitor	Vif-APOBEC3G blk
CC(C)c1ccc(NC(=O)C2CCN(c3ncnc4c3nc3n4CCCCC3)CC2)cc1	2%	-12%[57.1 µM]	-1%	-1	-16%	-42%[56.9 µM]	14%[57.1 µM]	5%	3%
CC(C)CCN(C(=O)c1ccc(Br)cc1)c1c(N)n(Cc2ccccc2)c(=O)[nH]c1=O	-1%	4%	-2%	1	-18%	-2%	21%	-8%	-3%
CCN(C(=O)c1ccc2c(OC)n(CC)nc2c1)c1ccc(OC)cc1	-2%	87%[activator]	0%	0	?	-5%	19%	3%	0%
COc1ccc2[nH]c(=O)c3c(c2c1)OC(C)(C)C=C3	5%	17%[57.1 µM]	2%&-6%	4	-10%	24%[11.4 µM]	-5%[57.1 µM]	1%	0%
CC(C(=O)Nc1c2c(cc3c1CCC3)CCC2)N1CCCC1 (stereo not drawn)	7%	-12%	-2%	5	-15%	-9%	-23%	4%	0%
O=C(Nc1ncc2c(n1)CC(c1ccco1)CC2=O)c1ccccc1 (stereo not drawn)	1%	-3%	1%	-3	-9%	-31%	-20%	0%	0%
O=C(N/N=C/c1cc(Br)cc(Br)c1O)c1cccc(S(=O)(=O)N2CCOCC2)c1	7%	-3%	-2%	-5	-3%	3%	3%	-1%	1%
CCC(NC(=O)NCCCn1ccnc1)(C(F)(F)F)C(F)(F)F	.	-6%	2%	-5	10%	10%	-11%	7%	1%
Cc1ccn2c(=O)nc(SCC(=O)N3N=C(c4cccs4)CC3c3ccc(F)cc3)nc2c1 (stereo not drawn)	3%	-4%	-3%	-3	-14%	-23%	-22%	0%	0%
O=C(NCCc1ccc(Cl)cc1)C(=O)NCC(c1ccco1)S(=O)(=O)c1cccs1 (stereo not drawn)	-11%	-3%[57.1 µM]	-4%	-9	?	26%	1%[57.1 µM]	-3%	5%
CCN(CC)c1ccc(NC(=O)COC(=O)Cc2ccsc2)cc1	6%	-3%	-2%	1	-21%	-14%	5%	4%	-2%
Cc1ccc2cc(C=O)c(Cl)nc2c1	5%	3%	3%	2	-20%	-33%[56.9 µM]	21%	5%	3%
O=C(Nc1ccc2c(c1)Cc1ccccc1-2)c1cccnc1	8%	-3%	7%	-1	-7%	10%[56.9 µM]	17%	3%	-4%
Cc1ccc(S(=O)(=O)N(C)CC(=O)OCC(=O)NC(=O)NC(C)C)cc1	-4%	2%	0%	-5	-9%	7%	18%	-2%	2%
COc1ccc(N(C(=O)CSCC(=O)Nc2cc(C)on2)C(C(=O)NC2CCCCC2)c2ccc(O)c(O)c2)cc1 (stereo not drawn)	-3%	-6%	2%	8	-9%	-13%	-17%	-5%	1%
CCCNC(=S)N1CCC(C(=O)c2ccc(Cl)cc2)CC1	1%	-7%	-1%	-2	-12%	12%	6%	-6%	0%
C=CCOc1ccc2c(c1)C(=NO)c1cc(OCC=C)ccc1-2	-6%	6%	-6%	2	?	-15%	39%[activator]	9%	2%

Entries of single compounds, quoted from the list. Screens in order: Vif-A3F inh, TrxR1 substrate, Glioma ERSR ind, LDHA block, USP1-UAF1 inh, RGS4 inhibitor, TrxR1 inh, mIDH1 inhibitor, Vif-APOBEC3G blk
`COc1ccc(F)cc1S(=O)(=O)NCCCn1ccnc1` across the screens: 0%, 2%, -2%, -5, -15%, -8%, 24%, -4%, 1%
`CCC(NC(=O)NCCCn1ccnc1)(C(F)(F)F)C(F)(F)F` across the screens: ., -6%, 2%, -5, 10%, 10%, -11%, 7%, 1%
`O=C(c1ccco1)n1nc(-c2ccc(Cl)cc2)nc1NCc1ccc(F)cc1` across the screens: -3%, 12%, -4%, 1, -26%, -1%, 7%, 1%, -1%
`COCCn1c(SCC(=O)Nc2ccc(F)cc2F)nc2c([nH]c3ccccc32)c1=O` across the screens: -6%, -3%, -2%, -9, -12%, 12%, 0%, -3%, -3%
`COc1ccc(N(C(=O)CSCC(=O)Nc2cc(C)on2)C(C(=O)NC2CCCCC2)c2ccc(O)c(O)c2)cc1` (stereo not drawn) across the screens: -3%, -6%, 2%, 8, -9%, -13%, -17%, -5%, 1%

4 entries from above, set out differently.
| canonical_smiles | Vif-A3F inh | TrxR1 substrate | Glioma ERSR ind | LDHA block | USP1-UAF1 inh | RGS4 inhibitor | TrxR1 inh | mIDH1 inhibitor | Vif-APOBEC3G blk |
| --- | --- | --- | --- | --- | --- | --- | --- | --- | --- |
| CC(C)c1ccc(NC(=O)C2CCN(c3ncnc4c3nc3n4CCCCC3)CC2)cc1 | 2% | -12%[57.1 µM] | -1% | -1 | -16% | -42%[56.9 µM] | 14%[57.1 µM] | 5% | 3% |
| COc1ccc(F)cc1S(=O)(=O)NCCCn1ccnc1 | 0% | 2% | -2% | -5 | -15% | -8% | 24% | -4% | 1% |
| O=C(Nc1ccc2c(c1)Cc1ccccc1-2)c1cccnc1 | 8% | -3% | 7% | -1 | -7% | 10%[56.9 µM] | 17% | 3% | -4% |
| O=C(N/N=C/c1cc(Br)cc(Br)c1O)c1cccc(S(=O)(=O)N2CCOCC2)c1 | 7% | -3% | -2% | -5 | -3% | 3% | 3% | -1% | 1% |

Source: PubChem BioAssay
